Screening data: PubChem, NMMLSC
RGS4-Gao reg – modulates binding of RGS4 to human Galphao | P09471 | Multiplexed bead flow cytometry; actives lie on both sides | binding response (% of control), % at 10 µM | 220,000 tested, 0.33% active | AID 1415; in the data active = binding response below about 49% or above about 150%; inactive = in between;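 note: fluorescent Galphao activated with aluminum fluoride binding bead-coupled RGS4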
Target sequence (P09471 whole entry, looked up): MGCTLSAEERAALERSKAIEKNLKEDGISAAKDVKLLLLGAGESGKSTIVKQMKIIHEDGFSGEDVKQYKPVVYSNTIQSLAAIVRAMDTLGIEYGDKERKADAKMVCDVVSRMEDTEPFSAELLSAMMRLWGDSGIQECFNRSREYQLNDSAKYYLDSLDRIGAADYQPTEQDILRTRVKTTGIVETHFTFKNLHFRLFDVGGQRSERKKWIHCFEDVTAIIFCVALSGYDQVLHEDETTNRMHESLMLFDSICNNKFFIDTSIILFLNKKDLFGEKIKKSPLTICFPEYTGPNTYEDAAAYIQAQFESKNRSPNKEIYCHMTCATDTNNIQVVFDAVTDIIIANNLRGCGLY
Avidin fluor – compound fluoresces at 488/530 nm on avidin beads; fluorescence (KMESF) at 10 µM; compound fluorescence 488/530 nm, flow cytometry; hits give high values; AID 1775; 220,000 tested, 0.38% active; in the data active = fluorescence above about 47; note: inactives centre near 10
RGS7-Gao – human RGS7-Galphao interaction regulation | Multiplexed bead flow cytometry, RGS7-Galphao binding; actives lie on both sides | 220,000 tested, 0.35% active | binding response (% of control), % at 10 µM | P09471 | AID 1439; in the data active = binding response below about 49% or above about 150%; inconclusive = no clear call, values can overlap the other calls; inactive = in between;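 note: fluorescent Galphao held in activated GDP-AlF4 state binding bead-coupled RGS7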
* hit, by the source's call; ? = inconclusive; · = no result given.

SMILES | RGS4-Gao reg | Avidin fluor | RGS7-Gao
COc1ccc(CCc2cc(OC)cc(=O)o2)cc1 | 100 | 10 | ?
CC(/C=N/n1c(-c2ccccn2)n[nH]c1=S)=C\c1ccccc1 | 98 | 4 | ?
Cc1c(NC(=O)c2cc(-c3ccccc3O)on2)c(=O)n(-c2ccccc2)n1C | 99 | 8 | ?
CC1CN(/C(=N\S(=O)(=O)c2ccccc2)c2ccccc2)CC(C)O1 (configuration not stated) | 108 | 8 | ?
COCCCn1c(C)cc(C(=O)COC(=O)CCc2nc3ccccc3c(=O)[nH]2)c1C | 102 | 14 | ?
CC(=O)C1=C(O)C(=O)N(c2cccnc2)C1c1cccc([N+](=O)[O-])c1 (configuration not stated) | 98 | 6 | ?
COc1cccc(-n2c(=O)n(Cc3ccccc3)c(=O)c3[nH]cnc32)c1C | 97 | 5 | ?
NS(=O)(=O)c1ccc(N=Nc2ccc(=O)[nH]c2O)cc1 | 98 | 10 | ?
O=S(=O)(Nc1ccccc1N1CCCCC1)c1cccs1 | 97 | 6 | ?
Cc1nc(CCNS(=O)(=O)c2cccnc2)cs1 | 99 | 12 | ?
COC(=O)/C=c1\[nH]c2nnc(C)n2c1=O | 98 | 6 | ?
Cc1cc(-c2nc(C)c(-c3nnc(SCC(=O)Nc4cc(Cl)cc(Cl)c4)n3C)s2)no1 | 101 | 9 | ?
NNc1nc2sc3c(c2c(=O)n1C1CCCCC1)CCN(Cc1ccccc1)C3 | 102 | 6 | ?
Cc1ccc(C(c2sc3nc(C)nn3c2O)N2CCN(CCO)CC2)cc1 (configuration not stated) | 95 | 8 | ?
CC1CN(c2ccc(S(=O)(=O)N3CCCC3)cn2)CC(C)O1 (configuration not stated) | 97 | 5 | ?
CCCCOP(=O)(OCCCC)C(O)c1ccc(F)cc1 (configuration not stated) | 104 | 6 | ?
O=C(O)CCNC(=S)Nc1cccc(F)c1 | 122 | 12 | ?
COC(=O)[C@@H]1C[C@@]2(O)[C@@H](O)[C@@H](O)[C@@H](O)C[C@H]2N1Cc1ccc(Cl)cc1 | 107 | 8 | ?
CC(C)OC(=O)COc1cc(O)c2c(=O)cc(-c3ccccc3)oc2c1 | 103 | 6 | ?
CC1CC(=O)Nc2ccccc2N1S(=O)(=O)c1ccc(F)cc1F (configuration not stated) | 95 | 8 | ?
COc1ccc(OC)c(N2C(N)=C(C#N)C(c3ccc(OC)c(O)c3)C3=C2CC(C)(C)CC3=O)c1 (configuration not stated) | 97 | 7 | ?
COc1ccc(OCC(O)CNS(=O)(=O)c2cccc(Cl)c2)cc1 (configuration not stated) | 106 | 7 | ?
COc1ccccc1NC(=O)Nc1ccc(-n2ccc(C(F)(F)F)n2)cc1 | 104 | 7 | ?
CCOC(=O)c1cnn(-c2ncnc3c2cnn3C)c1N | 102 | 7 | ?
Cc1cccnc1NC(=O)Nc1ccccc1 | 99 | 8 | ?
CN(C(=O)c1ccc2c(c1)CCO2)C(C)(C)C | 99 | 8 | ?
Cc1ccc(-c2cc(Cc3ccncc3)c(=O)[nH]n2)cc1 | 101 | 7 | ?
COc1cc(OC)nc(NC(=O)NS(=O)(=O)c2ccccc2Cl)n1 | 91 | 4 | ?
COc1ccc(-c2[nH]ncc2CN2CCC(OCc3ccccn3)CC2)c(F)c1 | 101 | 5 | ?
COc1ccccc1C(=O)N1CCC(N2CCN(c3ccccc3OC)CC2)CC1 | 107 | 15 | ·
O=C(NCc1ccc2c(c1)OCO2)C1CCN(c2nccc(C(F)(F)F)n2)CC1 | 98 | 3 | ?
COC(=O)c1ccc(C23CC4(C2)[C@H](CN(Cc2ccc(C(F)(F)F)cc2)[C@@H]4c2ccccc2)C3c2ccccc2)cc1 (some centres not stated) | 105 | 9 | ?
CCNC(=O)COC(=O)CCNC(=O)c1ccc(Cl)cc1 | 100 | 6 | ?
CCCCc1ccc(NC(=O)N2CCNC(=O)C2CC(=O)Nc2ccsc2C(=O)OC)cc1 (configuration not stated) | 100 | 5 | ?
CN1CCN(c2cc(C(F)(F)F)nc3ccc(F)cc23)CC1 | 99 | 7 | ?
O=C(Nc1cc(S(=O)(=O)N2CCOCC2)ccc1N1CCOCC1)c1cc2c(s1)CCC2 | 108 | 5 | ?
Cc1ccc(N2CC(=O)N(c3ccc(C)cc3)CC2=O)cc1 | 102 | 4 | ?
COc1ccc([N+](=O)[O-])cc1NC(=O)COC(=O)c1ccc(O)cc1 | 95 | 9 | ?
Oc1c(Br)cc(/C=N/NC(=S)NCC2CCCO2)cc1Br (configuration not stated) | 100 | 3 | ?
CCCN(CCC)C(=O)Nc1ccc(F)cc1F | 107 | 6 | ?
COc1cccc(NC(=O)C2CC(=O)N/C(=N/NC(=O)c3ccc(C)cc3)S2)c1 (configuration not stated) | 107 | 8 | ?
Cc1c2cnn(-c3ccccc3)c(=O)c2c(C)n1CCCC(=O)N1CCN(C2CCCCC2)CC1 | 97 | 7 | ?
C[C@H]1C=C(C(=O)NCc2nc3ccccc3[nH]2)O[C@@H](OCc2ccc(CO)cc2)C1 | 82 | 8 | ?
Cc1nc2sc3c(c2c(=O)[nH]1)CCCC3 | 102 | 5 | ?
CN(C(=O)Nc1cccc(C(F)(F)F)c1)C1CCCCC1 | 99 | 6 | ?
Cc1ccc(NC(=O)Nc2nnc(-c3ccccc3F)s2)cc1 | 102 | 7 | ?
CCOC(=O)c1cc(-c2csc(COc3ccccc3Cl)n2)on1 | 99 | 7 | ?
O=C(NCc1ccco1)NC(=O)c1csc([N+](=O)[O-])c1 | 108 | 8 | ?
O=C(NCCc1ccccc1)C(=O)NCC1OCCN1S(=O)(=O)c1ccc(Cl)cc1 (configuration not stated) | 94 | 8 | ?
O=C(c1ccccc1)c1ccc(-c2ccc(O)cc2)cc1 | 103 | 3 | ?
(list continues)
SMILES | RGS4-Gao reg | Avidin fluor | RGS7-Gao
CC(C)(C)OC(=O)NCCC(=O)N/N=C/c1ccc2ncccc2c1 | 88 | 7 | ?
CCn1nc(C)c(/C=N/NC(=O)c2nc3nc(C)cc(C)n3n2)c1C | 100 | 7 | ?
CC(C)(C)Sc1ccccc1S(=O)(=O)C(C)(C)C | 110 | 7 | ?
COc1ccc(CN2CCN(S(=O)(=O)c3ccc(NC(C)=O)cc3)CC2)cc1 | 101 | 9 | ?
COC(=O)CCCC1=CC2=CC(=O)C(C)(OC(=O)c3cccs3)C(=O)C2=CN1c1cccc(C#N)c1 (configuration not stated) | 96 | 9 | ?
C=C(C)C(=O)Nc1cccc(C2=NOC3(C2)C[C@@H](C(N)=O)N(C(=O)C(=C)C)C3)c1 (some centres not stated) | 102 | 12 | ?
C/C(=N\O)C(C)(C)Nc1ccc(Br)cc1 | 101 | 8 | ?
O=C(COC(=O)CN1C(=O)c2cccc([N+](=O)[O-])c2C1=O)NC1CCS(=O)(=O)C1 (configuration not stated) | 109 | 6 | ?
Cc1ccc(NS(=O)(=O)c2sc3ccc(Cl)cc3c2C)cc1 | 93 | 2 | ?
O=C(COC(=O)c1ccc([N+](=O)[O-])o1)Nc1nc2ccccc2s1 | 103 | 4 | ?
Cc1cccc2cc(/C=C/C(=O)c3ccco3)c(Cl)nc12 | 97 | 8 | ?
CC(=O)Nc1cccc(NC(=O)CSc2nnnn2-c2ccc3c(c2)OCO3)c1 | 101 | 12 | ?
Cc1c(C(=O)O)cccc1-n1c(C)cc(/C=N/Nc2ccc([N+](=O)[O-])cn2)c1C | 89 | 3 | ?
CCN(CC(=O)N(CC(C)C)c1c(N)n(CC(C)C)c(=O)[nH]c1=O)Cc1nc2ccccc2c(=O)[nH]1 | 97 | 7 | ?
Nc1ncccc1OCc1ccc(Cl)c(Cl)c1 | 98 | 8 | ?
O=C(CSc1cccc[n+]1[O-])NN(c1ccccc1)c1ccccc1 | 95 | 6 | ?
OC(COc1cccc2ccccc12)CN1CCN(c2ccccc2Cl)CC1 (configuration not stated) | 101 | 7 | ?
Cc1csc2c(=O)n(CCO)c(=O)[nH]c12 | 102 | 8 | ?
CCOC(=O)Cn1cc(/C=N/NC(=O)c2cc3ccccc3o2)c2ccccc21 | 98 | 20 | ?
N#Cc1ccc(C23CC4(C2)[C@H](CN(Cc2ccc(C(F)(F)F)cc2)[C@@H]4c2ccccc2)C3c2ccc(C(F)(F)F)cc2)cc1 (some centres not stated) | 110 | 8 | ?

Compound profiles, as listed above.
Record of OC(COc1cccc2ccccc12)CN1CCN(c2ccccc2Cl)CC1 (configuration not stated) : RGS4-Gao reg: 101; Avidin fluor: 7; RGS7-Gao: ?
Record of Nc1ncccc1OCc1ccc(Cl)c(Cl)c1 : RGS4-Gao reg: 98; Avidin fluor: 8; RGS7-Gao: ?
Record of CC(=O)Nc1cccc(NC(=O)CSc2nnnn2-c2ccc3c(c2)OCO3)c1 : RGS4-Gao reg: 101; Avidin fluor: 12; RGS7-Gao: ?

(cont.)
SMILES | RGS4-Gao reg | Avidin fluor | RGS7-Gao
O=C(O)c1ccccc1Sc1ccccc1S(=O)(=O)NC1CCCCC1 | -11* | -2 | ?
CS(=O)(=O)Oc1ccc(Br)c2cccnc12 | 102 | 6 | ?
COc1ccc(C2c3ccc(O)cc3Oc3ncn(CCN4CCOCC4)c(=N)c32)cc1OC (configuration not stated) | 100 | 9 | ?
CCN(CC)C(=O)CC(c1cc(OC)c(OC)c(OC)c1)c1c(OC)cc(OC)c2ccc(=O)oc12 (configuration not stated) | 106 | 9 | ?
N/C(Cc1nc(-c2ccc(F)cc2)cs1)=N\O | 99 | 7 | ?
CN(C)c1ccc(/C=N\NC(=O)c2cccc3cc[nH]c23)cc1 | 87 | 5 | ?
CC(C)c1ccc(N2C(=O)/C(=C/N(C)C)SC2=S)cc1 | 96 | 10 | ?
COc1ccc(C(CC(=O)N2CCOCC2)c2c(OC)cc(OC)c3c(-c4ccccc4)cc(=O)oc23)cc1 (configuration not stated) | 100 | 9 | ?
CCOc1ccc(NC(=O)CC2C(=O)N(CC)C(=S)N2NC(=O)c2ccncc2)cc1 (configuration not stated) | 102 | 7 | ?
CC(C)CCC(C(=O)O)C(C)CC(=O)Nc1ccn(-c2ccccc2)n1 (configuration not stated) | 102 | 4 | ?

Six compounds from above, arranged by length of the SMILES, descending:
SMILES | RGS4-Gao reg | Avidin fluor | RGS7-Gao
COc1ccc(C(CC(=O)N2CCOCC2)c2c(OC)cc(OC)c3c(-c4ccccc4)cc(=O)oc23)cc1 (configuration not stated) | 100 | 9 | ?
CCN(CC)C(=O)CC(c1cc(OC)c(OC)c(OC)c1)c1c(OC)cc(OC)c2ccc(=O)oc12 (configuration not stated) | 106 | 9 | ?
CC(C)CCC(C(=O)O)C(C)CC(=O)Nc1ccn(-c2ccccc2)n1 (configuration not stated) | 102 | 4 | ?
CC(C)c1ccc(N2C(=O)/C(=C/N(C)C)SC2=S)cc1 | 96 | 10 | ?
N/C(Cc1nc(-c2ccc(F)cc2)cs1)=N\O | 99 | 7 | ?
CS(=O)(=O)Oc1ccc(Br)c2cccnc12 | 102 | 6 | ?

Gathered by group, the entries above containing a furan ring, fused or not.
SMILES | RGS4-Gao reg | Avidin fluor | RGS7-Gao
O=C(NCc1ccco1)NC(=O)c1csc([N+](=O)[O-])c1 | 108 | 8 | ?
O=C(COC(=O)c1ccc([N+](=O)[O-])o1)Nc1nc2ccccc2s1 | 103 | 4 | ?
Cc1cccc2cc(/C=C/C(=O)c3ccco3)c(Cl)nc12 | 97 | 8 | ?
CCOC(=O)Cn1cc(/C=N/NC(=O)c2cc3ccccc3o2)c2ccccc21 | 98 | 20 | ?

Additional records follow.
SMILES | RGS4-Gao reg | Avidin fluor | RGS7-Gao
O=c1[nH]c(SCc2ccccc2[N+](=O)[O-])nc2nc[nH]c12 | 99 | 5 | ?
CC(=O)Nc1ccc(S(=O)(=O)Nc2nc3ccccc3nc2Nc2ccc(N)cc2)cc1 | 97 | 10 | ?
O=Cc1[nH]c2ccccc2c1N(C(=O)CCl)c1ccccc1 | 103 | 8 | ?
Cc1ccc(S(C)(=O)=NC(=O)NC(=O)c2c(Cl)cccc2Cl)cc1 (configuration not stated) | 101 | 6 | ?
CCN(CC)C(=O)c1cccc2nc3ccccc3nc12 | 104 | 8 | ?
CC(C)(C)OC(=O)CNC(=O)c1[nH]cnc1C(=O)Nc1ccc(Cl)cc1 | 99 | 9 | ?
Cc1ccnc(NS(=O)(=O)c2cccc([N+](=O)[O-])c2)c1 | 99 | 8 | ?
O=C(NCc1ccccc1C(F)(F)F)C1CC(c2cc(C(F)(F)F)cc(C(F)(F)F)c2)=NO1 (configuration not stated) | 103 | 9 | ?
O=C(c1ccc(F)cc1)N1CCCC(C(=O)N2CCN(c3ccccc3)CC2)C1 (configuration not stated) | 105 | 8 | ?
COc1cc(C(=O)O)cc(NC(=O)c2ccco2)c1OC | 100 | 6 | ?
COc1ccc(NC(=O)c2nc(C)c(C3(C)CC(c4cccnc4)=NO3)s2)cc1 (configuration not stated) | 85 | 7 | ?
CCCCC1=CC2=C(c3ccco3)C(=O)C(C)(OC(=O)c3ccc(OC)cc3)C(=O)C2=CN1CCN1CCOCC1 (configuration not stated) | 75 | 7 | ?
CCn1c(SCC(=O)Nc2ccc(C)cc2)nc2nc3c(cc2c1=O)COC(C)(C)C3 | 89 | 6 | ?
COC(=O)C1=C(C(=O)OC)[C@@H]2N(C)c3ccc(OC)cc3[C@@]23C[C@@H](C(=O)OC)N(C(=O)c2ccc(Br)cc2)C3=N1 | 109 | 7 | ?
C[C@H](NC(=O)c1nc[nH]c1C(=O)N1CCc2ccccc2C1)C(=O)OC(C)(C)C | 96 | 9 | ?
CCOC(=O)CC1COCCN1Cc1cn[nH]c1-c1cc(OC)c(OC)c(OC)c1 (configuration not stated) | 104 | 8 | ?
CC(C)c1nnc(NC(=O)CCC(=O)Nc2ccccc2)s1 | 98 | 5 | ?
CC1=CC2=NC(=O)/C(=C/c3cccs3)C(=N)N2O1 | 99 | 4 | ?

This is a subset; count on the stated rates, not on these rows.
